Screens as filed in PubChem BioAssay.
RSV CPE inhibition: RSV antiviral activity via CPE protection, HEp-2 cells, primary 10 µM value included (AID 2391); HEp-2 cells, RSV-induced CPE inhibition; higher % means a stronger effect; CPE inhibition, % at 10 µM, or IC50 in µM where a hit was titrated; 310,000 compounds, 0.13% hits; in the data active = a potency from the dose series; inconclusive = CPE inhibition mostly from about 23% at the one dose, without a potency; inactive = the rest, 99 in 100 with CPE inhibition below about 21%; also: strong numbers were not always called active
MgcRacGAP inhibition: MgcRacGAP GTPase-activating activity inhibitors, confirmation, biochemical, ADP Hunter fluorescence | Rac GTPase-activating protein 1 (Homo sapiens) | MgcRacGAP-stimulated Rac1 GTP hydrolysis, ADP Hunter fluorescence; higher % means a stronger effect; GST-tagged Rac1 F28L mutant substrate | inhibition, % at 30 µM, or IC50 in µM where a hit was titrated | 340,000 compounds, 0.6% hits | AID 624330, 2012;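 active = first-screen hits whose inhibition reached a set limit at any dose in the follow-up dose series; inconclusive = inhibition above the set first-screen limit but never retested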;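 also: fluorescence reports GDP produced by GAP-driven GTP hydrolysis; strong numbers were not always called active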
LYP inhibition: inhibitors of LYP phosphatase, biochemical, fluorescence intensity, uHTS (AID 1779); inhibition, % at 11.5 µM, or IC50 in µM where a hit was titrated; 290,000 compounds, 0.054% hits; Tyrosine-protein phosphatase non-receptor type 22 (Homo sapiens); recombinant LYP phosphatase, fluorescence intensity; higher % means a stronger effect; in the data active = inhibition above about 50%;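 also: plate controls were vehicle with enzyme for no effect and no enzyme for full effect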
NS5 inhibitors: Dengue-2 NS5 methyltransferase inhibitors, primary screen, biochemical, confirmation dose response (AID 588689) | Genome polyprotein (Dengue virus type 2 (strain 16681-PDK53)) | Dengue-2 NS5 methyltransferase capping enzyme assay, biochemical; higher % means a stronger effect | inhibition, % at 25 µM; hits with a dose series show IC50 in µM | 340,000 compounds, 0.3% hits; in the data active = a potency from the dose series; inconclusive = inhibition above about 29% without an active follow-up result
AID2073: inhibitors of Mint1-CaV2.2 protein interaction, biochemical, HTRF (AID 2073). inhibition, % at 20 µM, or IC50 in µM where a hit was titrated. 290,000 compounds, 0.19% hits. Voltage-dependent N-type calcium channel subunit alpha-1B (Homo sapiens). HTRF protein-protein interaction, Mint1-CaV2.2; higher % means a stronger effect; in the data active = inhibition mostly above about 51%, no sharp cut-off; inconclusive = no clear call, values can overlap the other calls; inactive = mostly below about 53%; also: some results filed as inactive read as strong as hits
SIAH1 antagonists: Siah-1 peptide-binding antagonists, primary screen, biochemical, fluorescence polarization, rhodamine-plectin, uHTS (AID 1817); 290,000 compounds, 0.02% hits; Siah-1 / rhodamine-plectin peptide fluorescence polarization; higher % means a stronger effect; one-dose displacement, % at 20 µM; IC50 in µM for titrated hits;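 active = displacement of at least 50% at 20 µM, with a fluorescence ratio check between 0.3 and a set limit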;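 also: plate controls were Siah plus tracer with DMSO for no effect and tracer alone without Siah for full effect; strong numbers were not always called active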
Large T inhibition: SV40 large T antigen inhibitors, biochemical (AID 1903); SV40 large T antigen ATPase/helicase inhibition assay; higher % means a stronger effect; one-dose inhibition, % at 20 µM; IC50 in µM for titrated hits; 310,000 compounds, 0.39% hits; in the data active = a potency from the dose series; inconclusive = inhibition mostly from about 32% at the one dose, without a potency; inactive = the rest, 99 in 100 with inhibition below about 32%; also: strong numbers were not always called active
XIAP antagonists: XIAP antagonists, biochemical, IAP family, fluorescence polarization (AID 1018) | XIAP BIR domain, fluorescence polarization peptide displacement; higher % means a stronger effect | displacement, % at 20 µM, or IC50 in µM where a hit was titrated | 200,000 compounds, 0.007% hits; in the data active = displacement above about 50%; also: a part of the inactive calls stands beside numbers as strong as those of hits
HIV fusion peptide: inhibitors of HIV fusion peptide binding, primary screen, biochemical, uHTS, fluorescence dequenching (AID 1986); one-dose inhibition, % at 20 µM; IC50 in µM for titrated hits; 290,000 compounds, 0.3% hits; cell-free peptide binding, fluorescence dequenching, 30 min; higher % means a stronger effect; in the data active = inhibition mostly above about 52%, no sharp cut-off; inactive = mostly below about 76%; also: some results filed as inactive read as strong as hits
NS5 inhibitors pilot replicate: second read-out of NS5 inhibitors, no call of its own (marks repeat the call); inhibition, %; measured here: pilot screen replicate inhibition
* hit, by the source's call; ? = inconclusive; . = not tested or not shown.

SMILES	RSV CPE inhibition	MgcRacGAP inhibition	LYP inhibition	NS5 inhibitors	AID2073	SIAH1 antagonists	Large T inhibition	XIAP antagonists	HIV fusion peptide	others
CC1CN(Cc2ccccc2)c2nc3c(c(=O)[nH]c(=O)n3C)n2C1 (stereo not drawn)	3.5%	11%	-7%	8%	4%	14%	20%	.	0.2%
CCOC(=O)c1c(C)[nH]c(C)c1S(=O)(=O)N(C)CC(=O)Nc1ccccc1OC	1.3%	-1%	-9%	-4%	5%	-1%	-4%	.	1.1%
Cc1cccc(NC(=O)Nc2cc(C)on2)c1	-0.8%	6%	2%	-4%	8%	0%	5%	-4.3%	-1.7%
O=C(NCc1cccc(F)c1)C1CCC(=O)N(C2CC2)C1 (stereo not drawn)	0.9%	6%	-6%	-7%	-4%	2%	6%	.	0.0%
COc1ccccc1OCC(O)Cn1c(=N)n(CCN2CCCCC2)c2ccccc21 (stereo not drawn)	0.0%	12%	-2%	-4%	-4%	-4%	2%	-2.2%	0.4%
Cc1c(Cl)cccc1NC(=O)CN1CCN(CCN=CC2=C(O)CC(c3ccccc3)CC2=O)CC1 (stereo not drawn)	-0.7%	4%	0%	-2%	-3%	-4%	5%	-4.3%	-2.7%
COCCNS(=O)(=O)c1ccc2c(c1)C(=NO)c1cc(S(=O)(=O)NCCOC)ccc1-2	-0.1%	-4%	-3%	-12%	21%	5%	10%	.	-1.6%
COc1cc(NC(=O)c2ccccc2Cl)c(OC)cc1NC(=O)CN1CCOCC1	3.7%	8%	4%	1%	2%	-1%	4%	0.1%	-0.4%
O=C(NCCCn1ccnc1)c1cc2c(s1)CCCCC2	-1.8%	8%	0%	-6%	4%	0%	4%	3.3%	1.6%
CCCN(CCC)CCNC(=O)C1CCN(S(=O)(=O)c2cccc3nsnc23)CC1	0.3%	2%	-7%	14%	1%	11%	4%	.	2.1%
COC(=O)CCC(=O)OC1(C)C(=O)C2=CN(Cc3ccc(OC)cc3)C(c3ccc(OC)cc3)=CC2=C(Br)C1=O (stereo not drawn)	-0.3%	-14%	.	17%	.	.	18%	.	.
Cc1cc(C(=O)CSc2nc(N)cc(N)n2)c(C)n1-c1cccc(F)c1	8.1%	-14%	-7%	-9%	7%	-2%	5%	-3.5%	11%
CC(=O)Oc1c(C)cc(O)c2ccccc12	2.1%	.	-9%	.	-2%	4%	18%	-6.5%	-2.8%
O=C(CN(c1ccccc1)S(=O)(=O)c1ccccc1)NCCSc1ccccn1	-1.1%	3%	-4%	2%	8%	4%	.	-3.7%	0.0%
C=CCn1c(SCC(=O)NCC2CCCO2)nc2sc(C)c(C)c2c1=O (stereo not drawn)	0.6%	4%	-2%	5%	5%	5%	5%	.	1.3%

An excerpt from above in order of SMILES length, low to high:
SMILES	RSV CPE inhibition	MgcRacGAP inhibition	LYP inhibition	NS5 inhibitors	AID2073	SIAH1 antagonists	Large T inhibition	XIAP antagonists	HIV fusion peptide	others
O=C(NCc1cccc(F)c1)C1CCC(=O)N(C2CC2)C1 (stereo not drawn)	0.9%	6%	-6%	-7%	-4%	2%	6%	.	0.0%
CC1CN(Cc2ccccc2)c2nc3c(c(=O)[nH]c(=O)n3C)n2C1 (stereo not drawn)	3.5%	11%	-7%	8%	4%	14%	20%	.	0.2%
COc1ccccc1OCC(O)Cn1c(=N)n(CCN2CCCCC2)c2ccccc21 (stereo not drawn)	0.0%	12%	-2%	-4%	-4%	-4%	2%	-2.2%	0.4%
CCCN(CCC)CCNC(=O)C1CCN(S(=O)(=O)c2cccc3nsnc23)CC1	0.3%	2%	-7%	14%	1%	11%	4%	.	2.1%
CCOC(=O)c1c(C)[nH]c(C)c1S(=O)(=O)N(C)CC(=O)Nc1ccccc1OC	1.3%	-1%	-9%	-4%	5%	-1%	-4%	.	1.1%
COCCNS(=O)(=O)c1ccc2c(c1)C(=NO)c1cc(S(=O)(=O)NCCOC)ccc1-2	-0.1%	-4%	-3%	-12%	21%	5%	10%	.	-1.6%

Fetched one by one from above:
SMILES	RSV CPE inhibition	MgcRacGAP inhibition	LYP inhibition	NS5 inhibitors	AID2073	SIAH1 antagonists	Large T inhibition	XIAP antagonists	HIV fusion peptide	others
O=C(NCc1cccc(F)c1)C1CCC(=O)N(C2CC2)C1 (stereo not drawn)	0.9%	6%	-6%	-7%	-4%	2%	6%	.	0.0%
COc1ccccc1OCC(O)Cn1c(=N)n(CCN2CCCCC2)c2ccccc21 (stereo not drawn)	0.0%	12%	-2%	-4%	-4%	-4%	2%	-2.2%	0.4%

Continued.
SMILES	RSV CPE inhibition	MgcRacGAP inhibition	LYP inhibition	NS5 inhibitors	AID2073	SIAH1 antagonists	Large T inhibition	XIAP antagonists	HIV fusion peptide	others
CC1(C)NC(=O)N(CC(O)CN2C(=O)CCC2=O)C1=O (stereo not drawn)	2.4%	6%	-1%	5%	-8%	-1%	7%	-0.5%	-1.6%
COc1cccc(NC(=S)Nc2cccnc2)c1	1.5%	5%	1%	3%	-8%	2%	0%	-8.3%	1.7%
CCOCCCNC(=S)NCCCNc1nc2ccc(C)cc2cc1C#N	3.1%	.	-6%	.	-6%	3%	9%	-0.8%	-0.6%
CC1Cc2ccccc2N1C(=O)Cn1cnc2ccccc21 (stereo not drawn)	16%	4%	-1%	-2%	-1%	4%	-7%	-3.7%	0.4%
c1coc(CNC2C3CC4CC(C3)CC2C4)c1 (stereo not drawn)	-1.5%	-2%	-9%	-1%	-2%	3%	-1%	-3.4%	-0.1%
O=C(Nc1nncs1)C1CC(=O)N(C2CCCC2)C1 (stereo not drawn)	1.3%	6%	-4%	3%	6%	5%	12%	.	-1.2%
COCCCNC(=O)CSc1ccsc1[N+](=O)[O-]	1.1%	3%	-3%	9%	-9%	-6%	5%	-2.1%	-1.2%
CS(=O)c1ccccc1-c1nc(-c2cccc(Cl)c2)no1 (stereo not drawn)	14%	8%	-3%	-10%	-3%	-8%	2%	0.2%	-1.6%
O=C(C1CC1)N1N=C2CCCCC2C1(O)C(F)(F)F (stereo not drawn)	4.0%	-5%	-3%	-8%	-6%	9%	3%	2.2%	-1.4%
OCC1(CCCc2ccccc2)CCN(Cc2cc(F)ccc2F)CC1	1.0%	-1%	-5%	.	2%	5%	6%	-9.4%	-1.5%
O=C(CN1CCCCC1)NNc1nc(-c2ccccc2)c2cc(Cl)ccc2n1	-2.5%	9%	-8%	-10%	-10%	-5%	-4%	-6.7%	-2.0%
O=Cc1ccc(O)c(O)c1	-1.7%	24%	-4%	2%	-4%	4%	34%	-2.5%	8.3%
CN(C)/N=C/c1ccc(OS(=O)(=O)c2ccccc2)cc1	-1.8%	6%	-5%	-2%	7%	15%	.	-5.8%	-0.5%
CC(C)[C@H](NC(=O)c1ccccc1Cl)C(=O)NC1CCCCCC1	0.3%	9%	-5%	0%	-7%	8%	-1%	-3.9%	1.2%
C=CCn1c(CNC(=O)c2ccco2)nnc1SCC(=O)Nc1cccc(F)c1	2.2%	7%	-6%	0%	0%	6%	1%	-6.7%	0.5%
Cc1ccc(CNC(=O)C2CCN(S(=O)(=O)c3ccc4c(c3)OCCCO4)CC2)cc1	5.0%	5%	2%	6%	17%	6%	-3%	-18%	-1.6%
Cc1cc(/C=C(\C#N)C(=O)NCc2ccco2)c(C)n1-c1ccc(C(=O)O)cc1	1.0%	5%	4%	-10%	?	10%	12%	-4.0%	4.1%
CN1CCN(C(=O)c2cc(COc3ccc(F)cc3Cl)on2)CC1c1ccccc1 (stereo not drawn)	11%	10%	-2%	-7%	-4%	0%	1%	-5.0%	1.0%
CCN(CC)c1ccc(NC(=O)C2CCCC2)cc1	7.2%	64µM*	-6%	9%	-12%	5%	34%	.	0.1%
CC(C)OC(=S)N/C(=N\S(=O)(=O)c1ccccc1)c1ccccc1	-0.5%	9%	1%	-4%	-19%	5%	-2%	-0.1%	1.9%
O=C(NCC1CCCO1)C1CCN(C2CCN(Cc3ccco3)CC2)CC1 (stereo not drawn)	0.0%	5%	-11%	1%	9%	10%	22%	-5.0%	1.6%
CC1(C(=O)NC2CCCC2)CCC(=O)N1Cc1ccccc1 (stereo not drawn)	3.0%	5%	-8%	3%	42%	-2%	10%	-3.7%	-1.7%
Cc1cc(C)c(C)c(OCCCn2ccnc2)c1	3.2%	31%	-2%	8%	6%	2%	6%	-10%	-0.2%
O=C(CN(c1ccccc1)S(=O)(=O)c1ccccc1[N+](=O)[O-])Nc1cccnc1	2.7%	5%	0%	1%	-4%	0%	12%	.	2.8%
Cc1cccc(C(=O)Oc2ccc(/C=N/NC(=O)c3ccccc3O)cc2)c1	3.3%	-12%	1%	1%	22%	0%	12%	-12%	1.2%
C=CCOC(=O)C1=C[C@H](c2coc3ccccc3c2=O)C[C@H](OCc2ccc(CO)cc2)O1	1.4%	9%	-6%	7%	8%	-6%	-1%	-6.3%	-0.1%
O=C(COC(=O)/C=C/c1cccc(C(F)(F)F)c1)NCc1ccccc1	0.9%	-2%	-2%	-5%	7%	3%	7%	-3.0%	2.2%
COc1ccccc1OCCCn1cc(C#N)c2ccccc21	-1.4%	8%	-1%	-3%	-2%	0%	5%	-2.3%	1.2%
O=[N+]([O-])c1cccc(S(=O)(=O)c2cccc([N+](=O)[O-])c2)c1	0.7%	4%	-1%	1%	0%	2%	4%	-4.7%	-1.9%
CC1CCN(S(=O)(=O)c2ccc(S(=O)(=O)NCc3ccco3)cc2)CC1	11%	-2%	-3%	-3%	11%	9%	10%	-3.3%	-0.8%
Cc1ccc(C)c(NC2=C(Cl)C(=O)OC2OC(=O)c2ccco2)c1 (stereo not drawn)	0.2%	4%	-10%	-5%	-11%	7%	18%	-7.1%	-1.7%
Cc1nc(N(C)C)ncc1C(=O)O	2.8%	3%	-5%	4%	-10%	-4%	4%	-4.6%	-1.7%
O=C(CN1CCCC1)N1c2ccccc2Sc2ccc(C(F)(F)F)cc21	7.8%	5%	-6%	-2%	3%	1%	9%	-5.4%	-0.8%
COc1ccc(OC)c(NC(=O)Nc2cccc(Cn3cccn3)c2)c1	11%	10%	0%	-4%	-6%	0%	8%	-8.8%	-2.3%	NS5 inhibitors pilot replicate=-3.0
CCS(=O)(=O)n1nc(-c2cccnc2)nc1NCc1ccc(F)cc1	2.4%	9%	-8%	2%	23%	8%	22%	-7.5%	0.2%
O=C(O)c1cc2cc(Cl)ccc2oc1=O	0.2%	2%	-8%	-4%	1%	-1%	10%	-5.2%	0.7%
CCn1c(SCC(=O)N2CCc3ccccc32)nc2c(c1=O)SC(C)C2 (stereo not drawn)	0.2%	.	1%	.	-1%	2%	8%	-2.6%	-1.2%
CC(C)N(C(=O)c1ccccc1-c1ccccc1)C(C)C	3.6%	1%	-5%	-2%	24%	5%	6%	-6.1%	0.3%
